# TEAD-YAP block = TEAD-YAP interaction inhibition. HEK-TIYL cells, TEAD-Gal4/YAP UAS-luciferase luminescence. 640,000 compounds, 1.4% hits. inhibition, % at 9.12 µM; in the data active means inhibition above about 32%;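 further: 0% = median of test compound wells and 100% = reference inhibitor wells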
# GPR151 ag = activates the human receptor GPR151; PathHunter beta-arrestin GPR151 cells, luminescence; activation, % at 11.2 µM; 650,000 compounds, 1% hits; AID 1508602; in the data active means activation above about 4.9%;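 further: 0% = median of compound wells and 100% = cells with positive control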
# Target sequence (Q8TDV0 whole entry, looked up): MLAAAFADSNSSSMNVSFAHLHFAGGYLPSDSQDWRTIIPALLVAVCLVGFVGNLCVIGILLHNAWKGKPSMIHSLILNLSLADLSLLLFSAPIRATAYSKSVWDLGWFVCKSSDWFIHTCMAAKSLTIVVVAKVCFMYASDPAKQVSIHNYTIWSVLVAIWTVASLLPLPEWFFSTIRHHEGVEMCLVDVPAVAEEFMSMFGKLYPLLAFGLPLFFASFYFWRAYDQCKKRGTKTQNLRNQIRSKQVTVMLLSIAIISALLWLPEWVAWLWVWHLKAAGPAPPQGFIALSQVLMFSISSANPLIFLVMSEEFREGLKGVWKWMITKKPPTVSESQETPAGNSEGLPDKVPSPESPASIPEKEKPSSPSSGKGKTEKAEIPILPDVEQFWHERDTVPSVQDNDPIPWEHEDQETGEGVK
# MITF primary = inhibitors of human MITF; AID 1259374; AlphaScreen MITF homodimerization, bead proximity signal; 650,000 compounds, 0.91% hits; O75030; inhibition, % at 2.6 µM; in the data active means inhibition above about 50%;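 further: 0% = vehicle wells with protein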
# Target sequence (O75030 whole entry, looked up): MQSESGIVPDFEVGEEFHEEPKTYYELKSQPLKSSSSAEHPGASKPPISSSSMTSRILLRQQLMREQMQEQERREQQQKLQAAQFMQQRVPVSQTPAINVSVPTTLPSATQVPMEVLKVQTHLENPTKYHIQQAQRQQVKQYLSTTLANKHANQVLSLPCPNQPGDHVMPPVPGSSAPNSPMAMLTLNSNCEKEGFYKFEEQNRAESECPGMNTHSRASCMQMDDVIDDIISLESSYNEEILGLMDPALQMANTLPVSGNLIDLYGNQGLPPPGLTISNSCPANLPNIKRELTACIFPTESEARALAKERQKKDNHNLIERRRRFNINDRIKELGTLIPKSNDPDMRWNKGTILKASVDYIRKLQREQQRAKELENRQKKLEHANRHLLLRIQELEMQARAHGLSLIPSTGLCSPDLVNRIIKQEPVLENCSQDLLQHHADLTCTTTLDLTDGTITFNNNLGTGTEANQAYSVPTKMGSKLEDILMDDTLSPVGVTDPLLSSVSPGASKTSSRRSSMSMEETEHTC
# FBW7 activator = activators of human E3 ligase FBW7 | AlphaScreen FBW7–phospho-cyclin E peptide binding, activator screen | normalized activity (activation), % at 26.1 µM | AID 1259310 | Q969H0 | 650,000 compounds, 0.13% hits; in the data active means normalized activity above about 1.9%;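 further: purified mutant Fbw7 with reduced substrate affinity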
# Active calls of the source: *; x = not tested or not shown; & = joins results of further samples.
# Key to letters – A = TEAD-YAP block; B = GPR151 ag; C = MITF primary; D = FBW7 activator
1. O=C1C(c2ccc(F)cc2)N(C2CCCC2)C(=O)CN1C1CCCCCC1 (stereo not drawn)
  A = -15 | B = -1.5 | C = -2 | D = 0.7

2. O=C(NCc1cccnc1)c1cc2n(n1)C(C(F)(F)F)CC(c1ccc(Cl)cc1)N2 (stereo not drawn)
  A = 9 | B = 1.0 | C = 8 | D = 0.0

3. OC(CNCCCn1ccnc1)COCc1ccc2c(c1)OCO2 (stereo not drawn)
  A = 3 | B = 1.8 | C = 45 | D = -0.3

4. Cc1cc(F)ccc1N1C(=O)Nc2ccccc2N1O
  A = 10 | B = 1.3 | C = 14 | D = 0.1

5. COCC(=O)N1C2CCC1CC(O)(c1ccc(C)cc1)C2 (stereo not drawn)
  A = -2 | B = -0.2 | C = -10 | D = 0.3

6. Cc1ccccc1NC(=S)N(Cc1ccccc1)Cc1cccs1
  A = 5 | B = -0.2 | C = 3 | D = 0.0

7. N#Cc1c(NC(=O)c2cc(=O)c3ccccc3o2)sc2c1CCCC2
  A = 2 | B = -0.3 | C = -8 | D = 0.9

8. Cc1cc(C(=O)CC#N)c(C)n1-c1cccc(C(F)(F)F)c1
  A = 7 | B = -1.5 | C = 6 | D = 0.3

9. O=C(CSc1ccc(F)cc1)Nc1ccc(N2CCCN(C(=O)C3CC3)CC2)cc1
  A = -3 | B = 0.2 | C = 7 | D = -0.1

10. CCOC(=O)c1c(NC(=O)CCl)sc(Cl)c1-c1ccc(C)cc1
  A = 9 | B = 2.0 | C = -9 | D = -0.2

11. COc1ccc(Br)cc1/C=C/C(=O)c1cccc(NC(C)=O)c1
  A = 75* | B = 3.7 | C = 13 | D = 0.1

12. Cc1cc(C)nc(N/N=C/c2ccccn2)n1
  A = 7 | B = -0.6 | C = -6 | D = -0.4

13. NC(=O)c1ccc(N2CCNC(=O)C2)c([N+](=O)[O-])c1
  A = 10 | B = 0.5 | C = 2 | D = -0.1

14. O=C(CCCn1c(SCc2cccc(F)c2)nc2ccccc2c1=O)NCC1CCCO1 (stereo not drawn)
  A = -9 | B = -1.1 | C = 3 | D = 0.5

15. Cc1cc(SCC(=O)Nc2ccc(C(C)C)cc2)nc(=O)[nH]1
  A = 7 | B = 0.7 | C = -4 | D = -0.2

16. COC(=O)c1c(NC(=O)COc2cccc(Br)c2)sc2c1CCC(C)C2 (stereo not drawn)
  A = 13 | B = 0.2 | C = 9 | D = -0.1

17. CCc1ccc(N(CC(=O)N2CCc3ccccc32)S(=O)(=O)c2c(C)noc2C)cc1
  A = 2 | B = -0.6 | C = 2 | D = -0.1

18. CC1(C)CC(=O)C2=C(C1)OC(N)=C(C#N)C2c1cc2ccccc2nc1Cl (stereo not drawn)
  A = 2 | B = 0.5 | C = -17 | D = -0.1

19. CCN(CC)S(=O)(=O)c1ccc(N2CCOCC2)c(NC(=O)C(C)(C)C)c1
  A = 1 | B = -0.2 | C = -11 | D = -0.2

20. O=C(COc1ccc(Cl)cc1Cl)N/N=C/c1cccs1
  A = -12 | B = 2.3 | C = 6 | D = 0.0

21. Cc1cc(Br)ccc1OCC(=O)NNC(=O)c1ccccc1O
  A = -10 | B = 2.0 | C = 2 | D = 0.5

22. Cc1cccc(C)c1NC(=O)c1c(-c2ccccc2Cl)noc1C
  A = 2 | B = 0.8 | C = -1 | D = -0.1

23. Cc1ccccc1C(c1ncccc1C)N(C)C(=O)C1CCN(C(=O)C2CC2)CC1 (stereo not drawn)
  A = 8 | B = 0.8 | C = 18 | D = 0.0

24. Nc1cccc(-c2cccc(C(=O)NCc3cccnc3)c2)c1
  A = 0 | B = -1.8 | C = 9 | D = 0.1

25. Cc1ccc(NC(=O)Cn2nnc(C(=O)NCc3ccccc3)c2N)c(C)c1
  A = -6 | B = 0.1 | C = 12 | D = 0.2

# Compounds listed so far that contain a CF3 group (2):
# Key to letters – A = TEAD-YAP block; B = GPR151 ag; C = MITF primary; D = FBW7 activator
2. O=C(NCc1cccnc1)c1cc2n(n1)C(C(F)(F)F)CC(c1ccc(Cl)cc1)N2 (stereo not drawn)
  A = 9 | B = 1.0 | C = 8 | D = 0.0

8. Cc1cc(C(=O)CC#N)c(C)n1-c1cccc(C(F)(F)F)c1
  A = 7 | B = -1.5 | C = 6 | D = 0.3

# Some values from above.
# Under MITF primary, COCC(=O)N1C2CCC1CC(O)(c1ccc(C)cc1)C2 (stereo not drawn) has -10
# Under MITF primary, O=C(CCCn1c(SCc2cccc(F)c2)nc2ccccc2c1=O)NCC1CCCO1 (stereo not drawn) has 3

# Returning to the listing; the 4 compounds before the break are reprinted first.
# Key to letters – A = TEAD-YAP block; B = GPR151 ag; C = MITF primary; D = FBW7 activator
22. Cc1cccc(C)c1NC(=O)c1c(-c2ccccc2Cl)noc1C
  A = 2 | B = 0.8 | C = -1 | D = -0.1

23. Cc1ccccc1C(c1ncccc1C)N(C)C(=O)C1CCN(C(=O)C2CC2)CC1 (stereo not drawn)
  A = 8 | B = 0.8 | C = 18 | D = 0.0

24. Nc1cccc(-c2cccc(C(=O)NCc3cccnc3)c2)c1
  A = 0 | B = -1.8 | C = 9 | D = 0.1

25. Cc1ccc(NC(=O)Cn2nnc(C(=O)NCc3ccccc3)c2N)c(C)c1
  A = -6 | B = 0.1 | C = 12 | D = 0.2

26. O=C(NCCc1ccccc1)C(=O)N/N=C/c1ccc(Cl)cc1Cl
  A = -7 | B = -0.1 | C = -3 | D = 0.2

27. COCCn1nnnc1C(C(C)C)N1CCN(c2cc(C)ccc2C)CC1 (stereo not drawn)
  A = -16 | B = -0.6 | C = -6 | D = 0.2

28. COc1ccc([N+](=O)[O-])cc1-c1ccc(/C=C(\C#N)C(N)=O)o1
  A = -12 | B = 0.0 | C = -3 | D = 0.1

29. COc1cccc(-c2cc(-c3cccnc3)c(C#N)c(N)n2)c1
  A = 12 | B = -0.1 | C = 2 | D = 0.6

30. COc1ccc(-c2nc3cccc(C)n3c2NCc2ccco2)cc1OC
  A = 1 | B = 0.3 | C = 10 | D = 0.0

31. Cc1ccc(Cn2c(C)c3cnn(CC(=O)N4CCCCCC4)c(=O)c3c2C)cc1
  A = 3 | B = 0.0 | C = 9 | D = 0.0

32. Cc1cccc(C)c1OCC(=O)NCC1CCCO1 (stereo not drawn)
  A = -7 | B = 3.0 | C = 12 | D = 0.0

33. COC(=O)c1c(C)oc2ccc(N(C(C)=O)S(=O)(=O)c3ccc(Cl)cc3)cc12
  A = 1 | B = 1.4 | C = -15 | D = -0.1

34. COc1cc(/C=N\NC(=O)OC(C)(C)C)ccc1OC(=O)c1ccco1
  A = -18 | B = 1.6 | C = 21 | D = 0.1

35. O=C(N/N=C\c1cc(I)ccc1O)c1ccc(Br)cc1
  A = 12 | B = -1.1 | C = 18 | D = -0.1

36. CC(/C=N/NC(=O)c1cc(C)[nH]n1)=C\c1ccco1
  A = -2 | B = 0.0 | C = 1 | D = -0.1

37. COc1ccc(/C(O)=C2\C(=O)C(=O)N(CCN3CCOCC3)C2c2ccc(OC)cc2)cc1 (stereo not drawn)
  A = -3 | B = -0.6 | C = -1 | D = -0.4

38. CN(c1ccc(Cl)cc1)S(=O)(=O)c1ccc2[nH]cc(C(=O)NC(C)(C)C)c(=O)c2c1
  A = 10 | B = 0.9 | C = 3 | D = -0.1

39. CCC(=O)Nc1cc(OC)c(NC(=O)c2ccc(C(C)(C)C)cc2)cc1OC
  A = -17 | B = -0.9 | C = -3 | D = -0.1

40. COCCN1C(=O)C(O)=C(C(=O)c2ccc(C)o2)C1c1ccc(C(C)(C)C)cc1 (stereo not drawn)
  A = 7 | B = 7.5* | C = -1 | D = -0.2

41. CC(=O)Nc1nnc(SCC(=O)Nc2cccc(Cl)c2C)s1
  A = 9 | B = 8.7* | C = -1 | D = -0.1

42. Cc1ccc(NC(=O)c2ccc3c(=O)n(Cc4ccco4)c(=S)[nH]c3c2)cc1F
  A = -4 | B = -0.5 | C = 13 | D = 0.1

43. NNC(=O)CNc1ccc(I)cc1
  A = 12 | B = -0.2 | C = 3 | D = 0.0

44. Cc1cccc(CC(=O)Nc2ccc3c(c2)CC(=O)N3C)c1
  A = -1 | B = -0.4 | C = 14 | D = 0.1

45. CCCc1cc(=O)[nH]c2nnc(SCC(=O)N3CCCCC3)n12
  A = 4 | B = -0.7 | C = -2 | D = 0.1

46. O=C(NCC1CCCO1)Nc1ccccc1 (stereo not drawn)
  A = 2 | B = 0.1 | C = 3 | D = 0.5

47. Cc1ccc2oc(=O)c3cc(C(=O)N4CCN(c5ncccn5)CC4)sc3c2c1
  A = 1 | B = 0.2 | C = 7 | D = 0.2

48. Cc1c(Br)c([N+](=O)[O-])nn1CC(=O)NCCc1ccc(Cl)cc1
  A = 5 | B = -0.1 | C = 13 | D = -0.1

49. Cc1cccc(NC2=NC(=S)N(c3cccc(C(F)(F)F)c3)C23CCCCC3)c1
  A = 15 | B = 1.2 | C = 15 | D = 0.1

50. CCOC(=O)N1CCN(C(=S)Nc2ccccc2)CC1
  A = 10&11&-6 | B = 2.7&-1.8&2.2 | C = 12&5&3 | D = 1.3&0.4&0.1

51. CCC1Nc2ccccc2-c2nnc(SC)nc2O1 (stereo not drawn)
  A = -5 | B = -1.3 | C = 24 | D = -0.1

52. O=C1CCC(C(=O)NC2CCCc3ccccc32)=NN1 (stereo not drawn)
  A = -2 | B = 1.1 | C = 8 | D = 0.1

53. CCOc1ccccc1NC(=O)CSc1cn(CC(=O)N2CCCCCC2)c2ccccc12
  A = 9 | B = 1.6 | C = 10 | D = 0.0

54. CCCC(=O)N1CCN(c2ccc(NC(=O)c3ccc(Br)cc3)cc2)CC1
  A = 4 | B = -0.6 | C = 8 | D = 0.0

55. O=C1NN(c2ccccc2)C(=O)/C1=C/c1ccc(F)c(Br)c1
  A = 1 | B = 1.0 | C = -3 | D = -0.2

56. COc1ccc(CCNc2nc(Nc3cccnc3)nc3c2ncn3C2CCCCC2)cc1
  A = 14 | B = -0.2 | C = 2 | D = -0.1

57. CCCCOc1ccc(C(=O)NNC(=O)C2CCCCC2)cc1
  A = -4 | B = -0.9 | C = 9 | D = 0.0

58. CCc1nnc2c3c4c(sc3nc(C)n12)CCCC4
  A = 5 | B = -0.9 | C = 18 | D = -0.1

59. O=C1NN(c2ccccc2)C(=O)/C1=C/c1ccc(OC(=O)c2ccccc2F)cc1
  A = 12 | B = -1.4 | C = -8 | D = 0.2

60. O=C(NCc1ccccc1Cl)c1cc(-c2ccccc2)nc2ccccc12
  A = 15 | B = -0.1 | C = -3 | D = 0.1

61. CCOC(=O)N1CCN(C(=O)C2CCN(Cc3cccc(OC)c3O)CC2)CC1
  A = -6 | B = -0.8 | C = 55* | D = -0.1

62. Cc1cc(NC(=O)Cn2cc3c(n2)CCCC3)ccc1Br
  A = -4 | B = 0.5 | C = -25 | D = 0.1

63. CCOC(=O)C(=NC(C)C)NNc1cc(Cl)ccc1Cl
  A = 9 | B = 0.1 | C = -4 | D = 0.0

64. CC(C)(C)NC(=O)COc1ccc2ccccc2c1Br
  A = -51 | B = -1.1 | C = -13 | D = 0.0

65. CC(Oc1ccc2c(c1)CCC2)C(=O)NNC(=O)Nc1cccc([N+](=O)[O-])c1 (stereo not drawn)
  A = 2 | B = -0.3 | C = -14 | D = -0.2

66. O=P(O)(O)C(Sc1ccc(Cl)cc1)P(=O)(O)O
  A = x | B = 1.8 | C = 96* | D = -0.2

67. Cc1ccnc(N2CCN(C(c3ccc(F)cc3)c3ccc(F)cc3)CC2)n1
  A = -3 | B = 2.4 | C = 2 | D = 0.2

68. CC(C)CCn1nnnc1C(c1ccccc1Cl)N1CCN(C(=O)c2ccco2)CC1 (stereo not drawn)
  A = 7 | B = 0.5 | C = 5 | D = 0.1

69. COc1cc(CN2CC[C@H]3[C@H](CCC(=O)N3Cc3ccc(F)cc3)C2)cc(OC)c1OC
  A = -6 | B = 1.2 | C = -3 | D = 0.0

70. O=C1NC(=O)/C(=C\c2ccc(-c3cc(C(=O)O)ccc3Cl)o2)N1
  A = 1 | B = 0.2 | C = -5 | D = -0.6

# Four compounds from above, arranged by SMILES length, descending:
# Key to letters – A = TEAD-YAP block; B = GPR151 ag; C = MITF primary; D = FBW7 activator
34. COc1cc(/C=N\NC(=O)OC(C)(C)C)ccc1OC(=O)c1ccco1
  A = -18 | B = 1.6 | C = 21 | D = 0.1

10. CCOC(=O)c1c(NC(=O)CCl)sc(Cl)c1-c1ccc(C)cc1
  A = 9 | B = 2.0 | C = -9 | D = -0.2

21. Cc1cc(Br)ccc1OCC(=O)NNC(=O)c1ccccc1O
  A = -10 | B = 2.0 | C = 2 | D = 0.5

51. CCC1Nc2ccccc2-c2nnc(SC)nc2O1 (stereo not drawn)
  A = -5 | B = -1.3 | C = 24 | D = -0.1

# Assay outcomes: PubChem BioAssay, The Scripps Research Institute Molecular Screening Center
